# S2 tox: reduces viability in counter-screen for ATXN expression inhibitors. S2 cells (HEK-293 line with an ATXN2-luciferase reporter) viability, CellTiter-Fluor protease fluorescence, 24 h. Potency, µM (doses to about 56.7 µM), usual class: cytotoxic. actives 0.49% (n = 400,000); also: potency is read from the fitted curve at half-maximal effect; nearly all actives have a fitted effect of over 40% in size
# IL-1B inflam inh: inflammasome signaling inhibition, IL-1 beta readout; actives 4.7% (n = 360,000); AID 743279; activity change, % at 57.5 µM; THP-1 LPS/ATP IL-1B secretion, AlphaLISA, 16 h; active compounds read low; in the data active = activity change below about -50%; inconclusive = mostly about -30% to -49%; also: % is scaled to controls: 0 for no effect and ±100 for the full control effect
#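 THP-1 cells pretreated 1 hr with compounds (up to 57.5 uM final), then stimulated with LPS (250 ng/mL final) plus ATP (1.25 mM final); secreted IL-1B measured by AlphaLISA after 16 hr, decreased signal indicating inhibition.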
# KB-V1 cytotox: kills drug-selected multidrug resistant KB-V1 cells | KB-V1 MDR cells viability, CellTiter-Glo, 72 h | Potency, µM (top dose mostly 46.1 µM), inactives show at the highest dose activity change, negative = cytotoxicity, usual class: cytotoxic | actives 3.4% (n = 400,000); also: potency is read from the fitted curve at half-maximal effect; % is scaled to controls: 0 for no effect and ±100 for the full control effect; nearly all actives have a fitted effect of over 60% in size
#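 Compound-treated KB-V1 multidrug-resistant cells, 72 h, 37 degrees C; viability by CellTiter-Glo. Fitted qHTS curves give the values.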
# HT1080 IDH1KD tx: HT-1080 IDH1 knockdown cell toxicity (counter line) | Potency, µM (series often up to 46.1 µM), for the others: at the top dose activity, negative = toxicity, most hits filed as cytotoxic | AID 686971 | actives 2% (n = 360,000) | HT-1080 IDH1 knockdown viability, ATP luminescence, 48 h;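 also: potency is read from the fitted curve at half-maximal effect; 0% = DMSO wells and -100% = cell-free medium wells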
#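 % activity derives from luminescence (CellTiter-Glo), normalised to DMSO and no-cell wells. HT-1080-IDH1KD cells, 750/well, had 48 h compound exposure at 37 °C.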
# SW480 rerep: induces DNA re-replication in SW480 colon adenocarcinoma cells | SW480 DNA re-replication, Hoechst DNA content imaging, 48 h | Potency, µM (titrated, usually from 46.1 µM), for the others: top-dose re-replication activation, hits mostly activators | actives 1.8% (n = 340,000); also: potency is read from the fitted curve at half-maximal effect; % of control where 0% means no effect; nearly all actives have a fitted effect of over 55% in size
#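 Compounds, transferred as 23 nL by pin tool, were incubated with cells for 48 hr; DNA content per nucleus was then quantified by Hoechst staining and fluorescence plate imaging.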
# HT1080NT lethal: kills 2HG-producing HT-1080-NT fibrosarcoma cells | HT-1080-NT fibrosarcoma viability, CellTiter-Glo ATP luminescence, 48 h | Potency, µM (doses to about 46.1 µM), for inactives: at the highest dose activity, negative = less viability, actives largely listed as cytotoxic | actives 1.6% (n = 360,000) | AID 686970;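 also: NT is the 2HG producing partner of a matched IDH1 knockdown line; potency is read from the fitted curve at half-maximal effect; 0% = DMSO-treated cells and -100% = media-only wells without cells; nearly all actives have a fitted effect of over 55% in size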
#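 HT-1080-NT fibrosarcoma cells (2HG-overproducing), 750 cells/well in RPMI with 5% FBS, dosed after 2 h and incubated 48 h at 37C. CellTiter-Glo luminescence normalized to DMSO and no-cell wells; concentration-response curves fitted and classed.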
# KB-3-1 tox: kills parental KB-3-1 adenocarcinoma cells. Potency, µM (series often up to 46.1 µM), for the others: at the top dose activity change, negative = cytotoxic, actives largely listed as cytotoxic. AID 1347075. KB-3-1 viability, CellTiter-Glo ATP luminescence, 72 h. actives 1.4% (n = 400,000); also: potency is read from the fitted curve at half-maximal effect; % is scaled to controls: 0 for no effect and ±100 for the full control effect; nearly all actives have a fitted effect of over 60% in size
#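 Cytotoxicity measured as CellTiter-Glo luminescence after 72 h at 37 C. Compound titrations were pinned onto drug-naive KB-3-1 parental adenocarcinoma cells grown in DMEM with 10% FBS, and normalized data fitted to concentration-response curves.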
# ATXN2 expr inh: inhibitors of ATXN2 expression. HEK-293 ATXN2-luciferase reporter, luminescence, 24 h. AID 1745845. actives 0.72% (n = 360,000). Potency, µM (series often up to 57 µM), for inactives: at the top dose activity change, negative = inhibition, most hits filed as inhibitors; also: potency is read from the fitted curve at half-maximal effect; % is scaled to controls: 0 for no effect and ±100 for the full control effect; nearly all actives have a fitted effect of over 55% in size
#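 ATXN2-luciferase reporter cells (luciferase flanked by upstream and downstream ATXN2 gene portions) were treated 24 h at 37 °C with compounds at up to 57 uM. SteadyGlo luminescence gave expression; GF-AFC fluorescence gave viability.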
# MCF10A rereplic: inducers of DNA re-replication in MCF 10A breast cells. MCF 10A DNA re-replication, Hoechst nuclear intensity, 48 h. Potency, µM (highest dose often 46.1 µM), without a hit: at the top dose activity, positive = re-replication, most hits filed as activators. actives 2.9% (n = 350,000). AID 624296; also: potency is read from the fitted curve at half-maximal effect; % of control where 0% means no effect; nearly all actives have a fitted effect of over 50% in size
# * marks the source's active call; other numbers are inactive results; i = inactive; ? = inconclusive; / = no result given. Unless noted, calls follow the shape of the dose curve; as a rule, active = well fitted curve in the direction sought with a large enough effect; inconclusive = small, poorly fitted or top-dose-only effect, or another doubt; inactive = no such curve, though single readings can be large; an effect the other way counts as inactive or inconclusive.
SMILES,S2 tox,IL-1B inflam inh,KB-V1 cytotox,HT1080 IDH1KD tx,SW480 rerep,HT1080NT lethal,KB-3-1 tox,ATXN2 expr inh,MCF10A rereplic
Cc1cc(Cl)c(S(=O)(=O)N2CC(C)OC(C)C2)cc1OCC(N)=O (stereo not given),i,22.8,0.3%,-1.5%,-2.0%,17.6%,23.6%,-1.0%,-1.5%
CCOc1ccccc1/C=C(/C#N)C(N)=O,i,26.6,-16.1%,2.9%,5.4%,0.3%,6.3%,/,8.0%
C/C(=N\NC(=O)Cc1ccc(O)cc1)c1cccnc1,i,15.1,-5.4%,0.0%,9.3%,-5.7%,-19.3%,-1.7%,-0.6%
CS(=O)(=O)N(CCc1ccccc1)CC(=O)N1CCCC1,i,11.8,3.6%,7.3%,-3.2%,11.3%,-5.5%,-7.4%,-0.5%
NC(=O)COC(=O)c1ccccc1OCc1ccc(Cl)cc1,i,27.8,-14.0%,-5.2%,-6.6%,-0.3%,-1.9%,7.9%,18.7%
Nc1nonc1-n1nnc(C(=O)N/N=C/c2cc(Br)ccc2O)c1CSC1=NCCS1,i,2.5,?,?,13µM*,?,?,?,10.3µM*
COc1ccc(N2CCN(C(=O)c3ccc4c(=O)n(CC5CCCO5)c(=O)[nH]c4c3)CC2)cc1 (stereo not given),?,16.1,-2.1%,-8.1%,-6.5%,9.8%,-4.5%,-12.7%,1.6%
COc1ccc(CCNC(=O)Cn2c(=O)oc3cc(Cl)ccc32)cc1OC,i,3.1,1.0%,?,-4.6%,11.7%,19.7%,-5.4%,1.7%
Cc1oc2c(CN3CCCCC3)c(O)ccc2c(=O)c1-c1ccc(Cl)cc1,i,19.9,2.3%,-1.7%,-1.3%,0.2%,-7.7%,0.0%,14.5%
O=C(NCc1ccc(C(=O)O)cc1)OCc1ccccc1,i,1.4,4.5%,4.6%,-32.9%,3.2%,-2.8%,-7.5%,-21.1%
CCc1c(C)nc(SCC(=O)Nc2ccc(Br)cc2)[nH]c1=O,i,18.7,8.9%,1.9%,-3.7%,-1.0%,6.2%,-10.0%,-3.3%
Cc1nc2ccccc2nc1N1CCC(C)CC1,i,14.1,7.0%,2.8%,-17.9%,5.3%,-1.2%,4.8%,14.2%
Fc1ccccc1N1CCN(c2ncnc3onc(-c4cccc(Cl)c4)c23)CC1,i,/,?,/,/,/,?,3.3%,/
Cc1cc(/C=C2/SC(=O)N(CC(=O)N3CCOCC3)C2=O)c(C)n1-c1ccccc1F,i,18.6,?,8.0%,-0.3%,16.0%,21.1%,23.0%,1.6%
Clc1ccc(N(CC2CO2)CC2CO2)cc1 (stereo not given),i,-23.9,?,-5.3%,?,3.9%,-6.3%,-27.4%,?
CCCC1NC(=O)c2cc3ccccc3cc2-n2c1nc1cc(F)ccc1c2=O (stereo not given),?,6.8,-23.0%,?,/,-21.4%,-19.9%,-38.1%,/
Cc1ccc(C(=O)Nn2c(N)c(S(=O)(=O)c3ccc(C)cc3)c3nc4ccccc4nc32)cc1,i,?,-25.2%,?,?,?,?,-9.3%,?
CCOC(=O)C1CCN(C(=O)CCc2c(C)nc3c(-c4ccc(F)cc4)c(C)nn3c2C)CC1,i,9.0,0.2%,9.6%,-13.0%,-1.1%,9.5%,8.1%,-9.1%
CC1CCN(S(=O)(=O)c2ccc3c(ccc(=O)n3CC(=O)NCc3ccccc3)c2)CC1,i,/,0.0%,/,/,/,-1.1%,8.7%,/
CCn1c(=O)c2cc(S(=O)(=O)NCCOc3ccccc3)ccc2n(CC)c1=O,i,-6.8,-25.3%,-0.7%,-11.3%,1.1%,1.4%,5.0%,-5.3%
COc1ccc(NC(=O)c2cc(S(=O)(=O)N3CCS(=O)(=O)CC3)ccc2Cl)cc1,?,-2.5,12.7%,-17.1%,-3.3%,-17.0%,-2.0%,-16.1%,-0.1%
COc1cc(C(=S)N2CCOCC2)ccc1OC(=O)c1cc([N+](=O)[O-])c(C)c([N+](=O)[O-])c1,i,25.3,-33.2%,6.5%,-7.9%,-0.6%,1.7%,2.9%,-8.7%
Cc1cc(C)c(O)c(CN(C)Cc2cc(Cl)cc(Cl)c2O)c1,i,-90.3*,?,?,?,?,?,?,1.64µM*
N=c1n(CC(=O)c2ccc([N+](=O)[O-])cc2)c2ccccc2n1Cc1ccccc1,?,-105.7*,?,-6.3%,?,4.1%,?,?,?
CCCCC(CC)CNC(=O)CN(C)S(=O)(=O)c1ccc2c(c1)c(=O)n(C)c(=O)n2C (stereo not given),i,/,9.6%,/,/,/,-20.7%,10.2%,/

# Already shown: 4 of the compounds above.
SMILES,S2 tox,IL-1B inflam inh,KB-V1 cytotox,HT1080 IDH1KD tx,SW480 rerep,HT1080NT lethal,KB-3-1 tox,ATXN2 expr inh,MCF10A rereplic
COc1cc(C(=S)N2CCOCC2)ccc1OC(=O)c1cc([N+](=O)[O-])c(C)c([N+](=O)[O-])c1,i,25.3,-33.2%,6.5%,-7.9%,-0.6%,1.7%,2.9%,-8.7%
Cc1cc(C)c(O)c(CN(C)Cc2cc(Cl)cc(Cl)c2O)c1,i,-90.3*,?,?,?,?,?,?,1.64µM*
N=c1n(CC(=O)c2ccc([N+](=O)[O-])cc2)c2ccccc2n1Cc1ccccc1,?,-105.7*,?,-6.3%,?,4.1%,?,?,?
CCCCC(CC)CNC(=O)CN(C)S(=O)(=O)c1ccc2c(c1)c(=O)n(C)c(=O)n2C (stereo not given),i,/,9.6%,/,/,/,-20.7%,10.2%,/

# Next compounds follow.
SMILES,S2 tox,IL-1B inflam inh,KB-V1 cytotox,HT1080 IDH1KD tx,SW480 rerep,HT1080NT lethal,KB-3-1 tox,ATXN2 expr inh,MCF10A rereplic
O=S(=O)(CCc1nc2ccccc2o1)c1ccc2ccccc2c1,i,-17.0,14.9%,28.0%,-3.6%,27.0%,17.6%,2.3%,17.9%
CCOc1ccc(-c2c(=O)n(OCC)c3ccccc3[n+]2[O-])cc1,i,15.0,-5.8%,6.0%,-27.4%,3.8%,0.0%,4.3%,0.9%
O=C(NCc1ccncc1)C(=O)Nc1nccs1,i,-1.5,0.0%,-13.2%,-3.7%,0.4%,3.8%,2.6%,-2.9%
O=C(NOC(=O)c1c(F)cccc1Cl)c1ccc(Cl)c(Cl)c1,/,12.6,6.3%,12.0%,-3.9%,1.4%,8.1%,-9.7%,-2.2%
O=S(=O)(Nc1ccc(-c2ccc(N3CCCCCC3)nn2)cc1)c1cccc(C(F)(F)F)c1,i,/,?,/,/,/,-0.8%,-3.5%,/
CC(C)(C)Cc1nnc(NC(=O)c2ccco2)s1,i,?,-13.1%,-24.2%,39.9%,-5.1%,-1.3%,8.0%,-5.6%
O=C(CCn1c(=O)oc2ccc(Cl)cc21)N1CCN(Cc2ccccc2)CC1,i,-26.0,-4.3%,0.7%,-3.3%,5.1%,-2.2%,-1.0%,2.4%
COc1ccc(N(C(=O)c2ccccc2C)S(=O)(=O)c2ccc(Cl)cc2)cc1,i,/,-10.5%,/,/,/,1.5%,-4.0%,/
O=S(=O)(Nc1ccc(-c2ccc(N3CCCC3)nn2)cc1)c1ccc(C(F)(F)F)cc1,i,/,-4.4%,/,/,/,-2.2%,-11.9%,/
Cc1cc(Cl)ccc1OC(C)c1nnc(N)s1 (stereo not given),i,3.7,-16.3%,?,-5.1%,-5.5%,-21.7%,-0.1%,-1.4%
Cc1cccc(-n2c(=O)c3c(c4cc(C)ccc4n3C)n(CC(=O)Nc3ccc(C)c(C)c3)c2=O)c1,i,/,-15.8%,/,/,/,1.9%,4.5%,/
COCc1cc(CN2CCN(CCc3ccccc3)C(CCO)C2)ccc1OC (stereo not given),i,2.4,2.9%,-0.3%,-0.7%,4.9%,6.7%,10.4%,-5.8%
Cc1ccc(C)c(OCC(=O)Nc2ccc(N3CCOCC3)cc2N2CCOCC2)c1,i,10.7,-2.6%,-6.9%,-3.5%,-2.7%,-1.5%,-23.2%,9.0%
COC(=O)c1cnn(C(=O)c2ccccc2Br)c1N,i,-4.6,-2.9%,-8.3%,5.9%,2.1%,-0.7%,-2.6%,8.0%
CCOC(=O)c1csc(-c2snnc2C)n1,i,-8.0,-31.0%,-2.4%,-15.0%,-2.0%,-3.4%,15.3%,2.4%
CN(C)CCCn1c(SCc2c(Cl)cccc2Cl)nnc1-c1ccncc1,i,-14.0,8.5%,7.0%,-16.1%,-5.7%,0.7%,-33.4%,26.0%
COc1ccccc1CNC(=O)CN1C(=O)COc2ccc(S(=O)(=O)N3CCC(C)CC3)cc21,?,/,?,/,/,/,0.9%,0.2%,/
Cc1c(N=Cc2ccc(Br)s2)cccc1[N+](=O)[O-],i,3.8,-10.5%,7.5%,-6.5%,?,-2.1%,5.9%,5.1%
COc1ccc(NS(=O)(=O)c2cc(NC(=O)CCNC(=O)c3ccco3)ccc2OC)cc1,i,-2.6,16.8%,20.4%,-7.2%,12.0%,19.0%,-5.6%,1.6%
CCOc1ccc(Cc2nnc(SCC(=O)Nc3ccc(C(C)=O)cc3)[nH]c2=O)cc1,?,17.9,?,5.6%,1.0%,5.1%,15.0%,10.6%,3.1%
COc1ccc(C2=NOC(C)(c3nnc(-c4ccc(F)cc4)o3)C2)cc1 (stereo not given),i,-4.0,12.3%,12.2%,2.0%,4.6%,11.2%,11.6%,7.7%
CSC1=N/C(=C\c2ccc(C)s2)C(=O)S1,i,-10.5,5.9%,10.0%,-2.1%,16.0%,3.5%,0.8%,0.2%
COc1ccc(-c2cc(=O)oc3c4c(ccc23)OCN(Cc2ccccc2)C4)cc1,i,/,-0.5%,/,/,/,-11.6%,-11.9%,/

# Screening data (PubChem BioAssay)
